# Assay outcomes (PubChem)
# BRCA1 expr act: BRCA1 expression activation; MCF7-BRCA1-FFLuc reporter, luminescence, 48 h; response scale: scaled: vehicle 0%, 10 µM genistein 100%; Potency, µM (titrated, usually from 46.1 µM), for inactives: at the highest dose activation, actives largely listed as activators; 380,000 tested, 1.1% active; further: potency means the concentration at half of the fitted maximal effect; nearly all actives have a fitted effect of over 80% in size; some results filed as inactive show a strong effect at the top dose
#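 Luminescence from a BRCA1-driven firefly luciferase in MCF7 cells was read after 48 h compound exposure at 37 C. Data normalized against DMSO and a 10microM genistein activation control, then curve-fitted across the titration.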
# NPC1 prom act: activators of NPC1 promoter; AID 485313; Potency, µM (doses to about 9.22 µM), for the others: at the top dose activation, actives largely listed as activators; 320,000 tested, 2.4% active; Huh7 NPC1 promoter luciferase reporter, 24 h;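 further: potency means the concentration at half of the fitted maximal effect; % of control where 0% means no effect; nearly all actives have a fitted effect of over 60% in size; reporter is driven by a mutant NPC1 promoter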
#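 In 1536-well qHTS, Huh7 cells harboring an NPC1 promoter–luciferase construct received compound for 24 h; activation was quantified by luminescence following luciferase reagent addition.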
# FLuc counter: firefly luciferase modulation, counter-screen for miR-21 project | P08659 | purified FLuc, Km substrates, luminescence inhibition | Potency, µM (top dose mostly 57.5 µM), without a hit: at the highest dose activity change, negative = inhibition, hits mostly inhibitors | 360,000 tested, 6.9% active | AID 588342;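 further: potency means the concentration at half of the fitted maximal effect; plate controls were vehicle for no effect and reference inhibitor for full effect; nearly all actives have a fitted effect of over 55% in size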
# Target sequence (P08659 whole entry, looked up): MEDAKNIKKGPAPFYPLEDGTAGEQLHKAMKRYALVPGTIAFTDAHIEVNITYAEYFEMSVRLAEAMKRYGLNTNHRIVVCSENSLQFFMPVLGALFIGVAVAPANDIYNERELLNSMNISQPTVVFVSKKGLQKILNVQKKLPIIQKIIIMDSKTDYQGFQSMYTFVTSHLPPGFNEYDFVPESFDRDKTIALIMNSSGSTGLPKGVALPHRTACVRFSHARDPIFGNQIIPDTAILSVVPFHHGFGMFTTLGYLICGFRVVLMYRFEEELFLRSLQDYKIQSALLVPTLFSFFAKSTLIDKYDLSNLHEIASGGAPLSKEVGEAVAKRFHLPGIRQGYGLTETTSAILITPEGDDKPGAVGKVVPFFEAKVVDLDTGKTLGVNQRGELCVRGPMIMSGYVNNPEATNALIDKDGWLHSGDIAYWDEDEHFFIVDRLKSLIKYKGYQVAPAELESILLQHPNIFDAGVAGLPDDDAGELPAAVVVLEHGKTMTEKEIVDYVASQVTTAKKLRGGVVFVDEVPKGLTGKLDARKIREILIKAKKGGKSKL
#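 Biochemical qHTS of compounds, final roughly 60 µM downward over six points, against 10 nM purified firefly luciferase using Km concentrations of substrates (10 uM D-luciferin, 10 uM ATP) in Tris acetate pH 7.5 buffer; luminescence output.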
# p53 reactivator: re-activators of mutant p53; 320,000 tested, 0.063% active; H1299 p53-A138V BP100-luciferase reporter, luminescence, 24 h; AID 504706; Potency, µM (top dose mostly 92.2 µM), for inactives: at the highest dose activity change, positive = activation, hits mostly activators; further: potency means the concentration at half of the fitted maximal effect; % of control where 0% means no effect; nearly all actives have a fitted effect of over 45% in size
#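 p53-null H1299 cells stably carrying temperature-sensitive p53-A138V and a BP100-luciferase reporter were pinned with compounds (4-point, 1:5 series) and held 24 hrs at 37 deg C. Luminescence was read 10 min after detection reagent.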
# ELG1 genotox: genotoxicity induction in ELG1-luciferase HEK293T cells | Potency, µM (doses to about 46 µM), without a hit: at the highest dose activity change, positive = activation, most hits filed as activators | HEK293T ELG1-luciferase reporter, luminescence, 16 h | 330,000 tested, 1.3% active; further: potency means the concentration at half of the fitted maximal effect; % of control where 0% means no effect; nearly all actives have a fitted effect of over 60% in size
#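 Genotoxicity was scored as increased ELG1-luciferase reporter signal, measured by ONE-Glo luminescence (30 min, room temperature). Compound or vehicle exposure of the HEK293T reporter cells lasted 16 hr at 37°C.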
# RORg inh: blocks mouse ROR gamma transcriptional activity; P51450; Drosophila S2 Gal4-RORgamma UAS-luciferase reporter, 20 h; Potency, µM (titrated, usually from 53.6 µM), without a hit: at the top dose activity change, negative = inhibition, usual class: inhibitors; 310,000 tested, 5.4% active; further: potency means the concentration at half of the fitted maximal effect; on the % scale 0 is the no-effect control and ±100 the full control effect; nearly all actives have a fitted effect of over 60% in size
# Target sequence (P51450 whole entry, looked up, the tested form may be a part): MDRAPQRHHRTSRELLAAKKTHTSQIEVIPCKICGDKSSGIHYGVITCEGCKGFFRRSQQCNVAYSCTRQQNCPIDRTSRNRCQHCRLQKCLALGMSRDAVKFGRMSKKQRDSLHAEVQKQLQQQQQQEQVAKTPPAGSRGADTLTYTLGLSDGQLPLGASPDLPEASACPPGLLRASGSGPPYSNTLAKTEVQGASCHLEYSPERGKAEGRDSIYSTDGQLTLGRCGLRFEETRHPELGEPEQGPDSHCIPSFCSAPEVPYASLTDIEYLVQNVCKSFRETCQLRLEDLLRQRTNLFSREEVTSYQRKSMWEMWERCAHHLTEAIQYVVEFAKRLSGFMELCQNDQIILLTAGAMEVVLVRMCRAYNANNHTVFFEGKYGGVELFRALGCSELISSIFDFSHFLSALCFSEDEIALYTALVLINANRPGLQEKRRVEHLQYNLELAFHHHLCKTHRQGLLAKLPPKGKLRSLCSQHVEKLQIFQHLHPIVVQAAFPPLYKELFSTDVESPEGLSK
#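 Read-out: Photinus luciferase luminescence; inhibitors lower reporter signal. Insect Schneider cells with Gal4-ROR gamma fusion under metallothionein promoter, UAS reporter; 700 uM final copper sulfate induction, 20 hr, ambient temperature.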
# Rab9 prom act: Rab9 promoter activation; Huh7 Rab9 promoter-luciferase reporter, luminescence, 24 h; Potency, µM (titrated, usually from 9.22 µM), without a hit: at the top dose activation, negative = inhibition, hits mostly activators; 320,000 tested, 2.8% active; further: potency means the concentration at half of the fitted maximal effect; % of control where 0% means no effect; nearly all actives have a fitted effect of over 60% in size
#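 Steps: seed 1500 Huh7 Rab9-luc cells per well, rest 2 h at 37 °C; add compound in DMSO; incubate 24 h; add luciferase reagent, 10 min ambient; read luminescence.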
# Giardia killer: Giardia lamblia killing; AID 540267; Giardia lamblia trophozoite viability; activity change, % at 7.66 µM, hits read low; 340,000 tested, 0.15% active; in the data active means activity change below about -80%; inconclusive means between about -30% and that limit;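 further: parasites exposed to compound for two days anaerobically before the ATP read; on the % scale 0 is the no-effect control and ±100 the full control effect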
#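 Each well holds 100 Giardia trophozoites and compound. After two days (48 hrs) at 37 deg C in anaerobic conditions, ATP is quantified by luminescence.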
# PKM2 act: increases activity of human pyruvate kinase M2; purified PKM2, Kinase-Glo ATP luminescence, activation; response scale: 0% is enzyme alone, no compound; 260,000 tested, 0.34% active; Potency, µM (series often up to 57.5 µM), without a hit: at the highest dose activation, usual class: activators; P14618; further: potency means the concentration at half of the fitted maximal effect; on the % scale 0 is the no-effect control and ±100 the full control effect; nearly all actives have a fitted effect of over 55% in size
#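 hPK-M2, >95% pure; 0.1 mM ADP / 0.5 mM PEP final; imidazole pH7.2 buffer w/ 7 mM MgCl2, 50 mM KCl; 1 h RT; Kinase-Glo lum. Intermediate enzyme activity for dual inhibitor/activator qHTS.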
# Gal4-VP16 FLuc: inhibits Gal4-VP16 luciferase reporter, ROR gamma counter-screen; 310,000 tested, 3.5% active; Potency, µM (doses to about 53.6 µM), without a hit: top-dose activity, negative = inhibition, usual class: inhibitors; Drosophila S2 Gal4-VP16 UAS-luciferase, luminescence, 20 h; AID 2546;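 further: Gal4-VP16 expression switched on by copper sulfate through the metallothionein promoter; potency means the concentration at half of the fitted maximal effect; on the % scale 0 is the no-effect control and ±100 the full control effect; nearly all actives have a fitted effect of over 50% in size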
# Menin MLL FP TR: inhibitors of human menin-MLL interaction, mutant MLL peptide. 270,000 tested, 0.23% active. Potency, µM (titrated, usually from 61.6 µM), for the others: top-dose FP activity change, negative = inhibition, actives largely listed as inhibitors. AID 1768. O00255. Menin + Texas Red MLL mutant peptide, fluorescence polarization; active means well fitted inhibition curve with a large enough effect in the polarisation, with a control signal flat, not every such curve was filed as active; inconclusive means small, poorly fitted or top-dose-only effect, or effect the other way, or a change in a side signal; inactive means no such curve, though single readings can be large or run the other way; the % refers to the polarisation; further: potency means the concentration at half of the fitted maximal effect; % of control where 0% means no effect; many of its hits are not listed in these tables
# The depositor's hits bear a star; ? = inconclusive; . = no result given; & = joins results of further samples; [ ] = remark or other dose. Unless noted, the call rests on the fitted dose curve; in most records, active means well fitted curve in the direction sought with a large enough effect; inconclusive means small, poorly fitted or top-dose-only effect, or another doubt; inactive means no such curve, though single readings can be large; an effect the other way counts as inactive or inconclusive. A portion of the library; count on the stated rates, not on these rows.
SMILES,BRCA1 expr act,NPC1 prom act,FLuc counter,p53 reactivator,ELG1 genotox,RORg inh,Rab9 prom act,Giardia killer,PKM2 act,Gal4-VP16 FLuc,Menin MLL FP TR
O=C(CSc1nnc(-c2ccc(O)cc2)n1Cc1ccco1)N1CCc2ccccc2C1,-36%,-2%,2%,-1%,-3%,?,-6%,-4,1%,2%,-10%
O=C(COc1ncnc2c(Cl)cc(Cl)cc12)Nc1cc([N+](=O)[O-])ccc1Cl,-31%,-6%,-2%,-4%,0%,15%[10 µM],-3%,-3,4%,-1%,?
COc1cc(C#Cc2c(-c3cncn3C)n(C)c3ccc(-c4ccc(OC)c(OC)c4)cc23)cc(OC)c1,-54%,3%,-16%,-8%,-5%,.,-6%,0,.,.,.
CCOC(=O)CSc1nc(=O)n2cccc(C)c2n1,10%,-1%,-1%,2%,0%,-5%,6%,19,2%,6%,14%
COc1ccccc1C(=O)NC(CCSC)C(=O)NCC(c1cccs1)N1CCOCC1 (stereo not drawn),-10%,-2%,-2%,2%,-2%,.,-1%,0,.,.,.
CCCCNC(=O)C1CCN(S(=O)(=O)c2ccc3c(c2)CC(C)N3C(=O)C2CC2)CC1 (stereo not drawn),-2%,-1%,0%,.,-1%,23%,-1%,-9,4%,3%,-3%
COc1cc(OC)c(S(=O)(=O)Nc2ccccc2N2CCOCC2)cc1NC(C)=O,-4%,-2%,0%,-1%,3%,34%,-11%,0,-5%,2%,10%
CCOC(=O)[C@H]1[C@H]2COc3ccc(C)cc3[C@@H]2N2C(=O)CN(Cc3ccccc3)C(=O)[C@@]12C,-10%,0%,8%,-17%,-1%,.,-3%,-14,.,.,.
COc1ccccc1C(=O)NCCC(=O)N1CCCC(C)C1 (stereo not drawn),3%,-4%,-1%,-4%,5%,-1%,7%,-28,0%,6%,-4%
COc1cc(/C=N/Nc2nc(N3CCCCC3)nc(N3CCCCC3)n2)ccc1OC(=O)c1ccco1,.,-2%,1%,8%,0%,3%,0%,.,2%,9%,2%
COc1cc(/C=C(\C#N)C(N)=O)ccc1OCc1c(C)no[n+]1[O-],-10%,1%,2%,9%,-3%,22%,-4%,-14,-21%,6%,.
Cc1nc2c(C(=O)NCCC(C)C)c[nH]n2c(=O)c1Cc1ccccc1F,-21%,-1%,3%,?,-8%,5%,10%,-9,0%,10%,?
O=C(O)COCc1nc2ccccc2s1,1%,0%,3%,4%,-2%,-22%,-3%,8,-4%,-4%,.
O=c1cc(C(F)(F)F)nc(SCc2cccc3ccccc23)[nH]1,19%,-3%,-2%,6%,0%,30%,10%,4,.,-2%,?
COc1cccc(NCc2ccc([N+](=O)[O-])s2)c1,-12%,0%,0%,6%,3%,-24%,-1%,?,16%,14%,?
Cc1cc(Cl)c2oc(C(=O)N(C)C3CCOC3)c(C)c2c1 (stereo not drawn),2.5µM*,?,21µM*,?,?,1%,4µM*,-13,-10%[0.46 µM],-3%,?
c1cnc(-c2nnc3n2CCCCC3)cn1,15%,-1%,-1%,?,1%,-13%,-4%,-6,-5%,-8%,5%
OC(COc1ccc(Br)cc1)CN1CCCC1 (stereo not drawn),2%,-1%,-2%,-6%,0%,-24%,3%,-10,-9%[0.46 µM],-7%,-7%
O=C1CCCc2oc3ccc(NS(=O)(=O)c4cccc5cccnc45)cc3c21,11%,-3%,-1%,8%,0%,20%,-4%,6,6%,?,-8%
O=C1Nc2c(Br)cc(Br)c3cccc1c23,-3%,-2%,2%,-2%,6%,-35%,0%,7,.,-1%,-4%
COc1ccc(N2CCN(S(=O)(=O)c3ccc(-c4cnc(C5CC5)o4)cc3)CC2)cc1,15%&-10%,-7%,4%&-4%,-1%,17%,-28%,-2%,12,.,?,.
CCOC(=O)/C=c1\s/c(=C\c2ccc(C)cc2)c(=O)n1CC(=O)NCc1ccco1,-41%,1%,1%,1%,?,41%,-3%,11,-6%,-3%,-1%
COc1ccc(Cc2nnc(SCC(=O)Nc3cc(Cl)ccc3OC)[nH]c2=O)cc1,8%,-1%,-21%,-2%,1%,.,-2%,3,.,.,.
O=c1c2sc3nc(N4CCOCC4)c4c(c3c2nnn1Cc1ccccc1)CCCC4,-27%,-1%,1%,-7%,4%,-5%,4%,-2,1%,-5%,-9%
O=C(c1ccc(CS(=O)(=O)c2ccccc2)o1)N1CCN(c2ccccc2)CC1,-5%,4%,-2%,9%,-1%,18%,4%,-6,8%,2%,?
O=C(NCc1ccccn1)c1c(O)c2cccc3c2n(c1=O)CC3,5%,21%,?,2%,9%,2.8µM*,29%,2,8.9µM*,?,-3%
CCOc1ccc(N(C(=O)c2cnccn2)C(C(=O)NC2CCCCC2)c2ccc(O)cc2)cc1 (stereo not drawn),-5%,-1%,1%,4%,4%,12%,1%,-3,-4%,-3%,4%
CCCn1c(SCC(=O)Nc2cccc(F)c2)nc(O)cc1=O,6%,0%,.,-3%,0%,.,-8%,-7,.,.,.
CCOC(=O)C1CCN(C(=O)C2CCN(S(=O)(=O)c3ccc4ccccc4c3)CC2)CC1,-10%,0%,7%,-19%,-8%,?,1%,5,-20%,13%,-10%
Cc1ccc(C(=O)NC(=S)Nc2ccc(S(=O)(=O)N(C)c3ccccc3)cc2)cc1,-16%,4%,-1%,6%,-6%,7.1µM*,-7%,17,1%,?,-9%
Cc1ccc(N2CCN(CCCN3C(=O)C4CCCN4C3=O)CC2)cc1 (stereo not drawn),-4%,-1%,1%,14%,-3%,1%,-3%,5,-17%,-8%,-14%
Cc1c(CC(=O)NCC(=O)O)c(=O)oc2cc3oc4c(c3cc12)CCCC4,2%,-10%,15µM*,0%,-1%,-6%,-2%[1.84 µM],5,.,-1%,?
COc1ccc(C)cc1S(=O)(=O)N(CC(=O)N1CCOCC1)Cc1ccccc1,-5%,0%,0%,-16%,-1%,9%,-8%,10,-1%,-4%,-8%
CCOC(=O)C1(Cc2cccc(F)c2)CCN(CC(O)CO)CC1 (stereo not drawn),-13%,-3%,-2%,-1%,0%,-4%,-2%,0,1%,3%,.
CCOC(=O)CSc1nnc(CNC(=O)c2ccc(OC)cc2OC)n1C,6%,-2%,4%,5%,-1%,-4%,9%,5,-3%,-13%,3%
Cc1ccc(S(=O)(=O)c2nc(-c3ccccc3Cl)oc2NCCCN2CCOCC2)cc1,-34%,-3%,2%,17%,-5%,-14%,-3%,16,6%,6%,.
CCOC(CNC(=O)C1CCN(S(=O)(=O)c2ccc3nc4c(c(C(=O)O)c3c2)CC(C)CC4)CC1)OCC (stereo not drawn),-1%,-1%,-2%,14%,-1%,-2%,-10%,-11,.,-6%,-5%
COc1ccc(-c2nnc(SCC#CCO)o2)cc1OC,-6%,-1%,0%,10%,5%,-35%,0%,4,-5%,-6%,-25%
O=C(O)c1cccc(OCCN2CCCC2=O)c1,-2%,3%,1%,.,0%,.,3%,-4,-1%,.,-13%
CCc1nc(SCC(=O)c2ccc(Cl)s2)c2oc3ccccc3c2n1,2%,19%,?,?,1%,-8%,?,1,0%,3%,11%
CCOc1ccc(OCCSc2nc(N)cc(=O)[nH]2)cc1,39%,13%,?,3%,4%,-1%,15%,-30,-4%,?,.
CCN(C(=O)Nc1cccc(Cl)c1)c1ccccc1,-26%,-4%,-2%,5%,-4%,-1%,6%,-2,0%,13%,-6%
COc1ccc(C(=O)C2CCCN(C(=O)C3CCOCC3)C2)cc1OC (stereo not drawn),1%,0%,-1%,0%,0%,12%,2%,-12,.,3%,5%
CC1C(=O)N2CCCc3cc(NS(=O)(=O)c4ccc([N+](=O)[O-])cc4)cc1c32 (stereo not drawn),-12%,13%,1%,-2%,-2%,.,-1%,-1,.,.,.

# Grouped by structure: those above containing a thiophene ring, fused or not.
SMILES,BRCA1 expr act,NPC1 prom act,FLuc counter,p53 reactivator,ELG1 genotox,RORg inh,Rab9 prom act,Giardia killer,PKM2 act,Gal4-VP16 FLuc,Menin MLL FP TR
COc1ccccc1C(=O)NC(CCSC)C(=O)NCC(c1cccs1)N1CCOCC1 (stereo not drawn),-10%,-2%,-2%,2%,-2%,.,-1%,0,.,.,.
COc1cccc(NCc2ccc([N+](=O)[O-])s2)c1,-12%,0%,0%,6%,3%,-24%,-1%,?,16%,14%,?
O=c1c2sc3nc(N4CCOCC4)c4c(c3c2nnn1Cc1ccccc1)CCCC4,-27%,-1%,1%,-7%,4%,-5%,4%,-2,1%,-5%,-9%
CCc1nc(SCC(=O)c2ccc(Cl)s2)c2oc3ccccc3c2n1,2%,19%,?,?,1%,-8%,?,1,0%,3%,11%
